FXIIa single: human FXIIa protease inhibitors, primary screen, biochemical, single well. AID 701, 2007. inhibition, % at 10 µM. Coagulation factor XII (Homo sapiens), P00748. purified human FXIIa, AMC substrate fluorescence, 2 h. 33,000 compounds, 0.2% hits; in the data active = inhibition above about 30%;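 also: 0% = enzyme with vehicle only and 100% = no enzyme blank; many of its hits are not listed in these tables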
Target sequence (P00748 20-372 limits assumed): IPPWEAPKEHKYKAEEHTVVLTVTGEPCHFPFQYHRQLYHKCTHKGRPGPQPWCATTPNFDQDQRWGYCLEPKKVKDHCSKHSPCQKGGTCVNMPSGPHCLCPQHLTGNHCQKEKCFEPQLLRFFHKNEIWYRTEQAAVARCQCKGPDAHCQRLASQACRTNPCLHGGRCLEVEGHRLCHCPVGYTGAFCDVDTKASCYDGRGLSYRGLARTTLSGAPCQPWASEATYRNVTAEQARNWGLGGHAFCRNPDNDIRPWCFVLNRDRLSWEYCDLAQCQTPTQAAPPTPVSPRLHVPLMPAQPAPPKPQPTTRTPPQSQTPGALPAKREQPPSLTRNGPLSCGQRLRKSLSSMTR
Target sequence (P00748 373-615 limits assumed): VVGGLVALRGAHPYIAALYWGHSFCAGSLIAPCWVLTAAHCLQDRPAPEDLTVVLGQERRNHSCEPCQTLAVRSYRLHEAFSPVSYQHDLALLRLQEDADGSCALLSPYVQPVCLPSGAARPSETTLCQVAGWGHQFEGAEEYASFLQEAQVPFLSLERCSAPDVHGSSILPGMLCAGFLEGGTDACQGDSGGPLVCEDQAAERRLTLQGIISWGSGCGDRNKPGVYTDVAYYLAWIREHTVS
FXIa inh: human FXIa protease inhibitors, primary screen, biochemical, single compound per well; 33,000 compounds, 0.3% hits; AID 687, 2007; purified human FXIa, fluorogenic AMC substrate cleavage; inhibition, % at 10 µM;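 active = inhibition above 40% in the primary screen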;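 also: 0% = enzyme without compound and 100% = blank wells lacking enzyme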
* = called active by the depositor. The list is partial, so the mix of outcomes need not match the whole.

1: CCCOc1ccc(N2C(=O)C3ON(c4ccccc4)C(c4ccc(O)c(OC)c4)C3C2=O)cc1 (stereo not drawn)
2: CC(C(=O)N1CCCc2ccccc21)N1C(=O)c2ccccc2C1=O (stereo not drawn)
3: CC(=O)OC(C(=O)NCCc1ccccc1)c1cccnc1 (stereo not drawn)
4: O=C1CC(c2nc3ccccc3[nH]2)CN1c1ccccc1 (stereo not drawn)
5: CCOC(=O)c1cc2sc(C)cc2n1CC(=O)NCCc1ccccc1
6: Cc1ccc(C)c(OCC(=O)O/N=C(\N)c2ccccn2)c1
Compound	1	2	3	4	5	6
FXIIa single	7	5	0	5	3	7
FXIa inh	6	-5	5	-3	4	2

7: COc1cc(-c2nn3c(COc4ccccc4)nnc3s2)cc(OC)c1OC
8: COc1cccc2c(C)nc(Nc3nc(CSc4nnc(C)s4)cc(=O)[nH]3)nc12
9: CC(C(=O)NCc1ccco1)n1cc(C(=O)c2ccco2)c2ccccc21 (stereo not drawn)
10: Cc1cc(C)nc(NS(=O)(=O)c2ccc(NC(=O)NC3CCCCC3)cc2)n1
11: CC(C)(C)n1nnnc1C(c1cccnc1)N1CCN(c2ccccc2F)CC1 (stereo not drawn)
12: COC(=O)c1cc(OC)c(OC)cc1NC(=O)CN1C(=O)c2ccccc2C1=O
Compound	7	8	9	10	11	12
FXIIa single	5	10	3	3	8	6
FXIa inh	-9	1	-3	-3	2	-3

13: Cc1ccc(-c2noc(CSc3nnc(-c4ccncc4)n3-c3ccc(C)cc3)n2)cc1
14: CCOC(=O)c1ccccc1NC(=O)COc1ccccc1
15: O=C(NCC1CCCO1)c1ccccc1-c1nc(-c2ccccc2)no1 (stereo not drawn)
16: CCN(CC)CCN1C(=O)C(=O)/C(=C(/O)c2cnn(-c3ccccc3)c2C)C1c1ccc(C)o1 (stereo not drawn)
17: Cn1ncc(C#N)c1/N=C/N1CCOCC1
18: COc1ccccc1CNC(=O)c1cccc(N(C)C)c1
Compound	13	14	15	16	17	18
FXIIa single	3	-13	3	5	3	8
FXIa inh	-2	35	0	6	-6	0

The last four records of the part before are carried over, then new ones follow:
15: O=C(NCC1CCCO1)c1ccccc1-c1nc(-c2ccccc2)no1 (stereo not drawn)
16: CCN(CC)CCN1C(=O)C(=O)/C(=C(/O)c2cnn(-c3ccccc3)c2C)C1c1ccc(C)o1 (stereo not drawn)
17: Cn1ncc(C#N)c1/N=C/N1CCOCC1
18: COc1ccccc1CNC(=O)c1cccc(N(C)C)c1
19: CN1CCN(C(=O)c2ccccc2-c2nc(-c3ccc(Cl)cc3)no2)CC1
20: CCOc1cc(S(=O)(=O)NC2CC(C)(C)NC(C)(C)C2)ccc1F
21: CC(C)OC(=O)NC(C)(C)COC(=O)Nc1cccc(Cl)c1
22: O=C(N1CCCCCC1)N1CCN(S(=O)(=O)N2CCCCC2)CC1
23: COC(=O)c1cccc(Cn2nnc3ccccc3c2=O)c1
24: COC(=O)c1ccccc1NC(=O)C1CCCC1
Compound	15	16	17	18	19	20	21	22	23	24
FXIIa single	3	5	3	8	10	4	3	-13	5	2
FXIa inh	0	6	-6	0	-1	-5	3	2	-3	3

Next section, starting with the last 4 of the part before.
21: CC(C)OC(=O)NC(C)(C)COC(=O)Nc1cccc(Cl)c1
22: O=C(N1CCCCCC1)N1CCN(S(=O)(=O)N2CCCCC2)CC1
23: COC(=O)c1cccc(Cn2nnc3ccccc3c2=O)c1
24: COC(=O)c1ccccc1NC(=O)C1CCCC1
25: Nc1nc(SCCN2C(=O)c3ccccc3C2=O)n[nH]1
26: COc1ccc(-n2c(=O)c3c4c(sc3n3c(C)nnc23)CC(C)CC4)cc1 (stereo not drawn)
27: O=C(Nc1cc(C(=O)N2CCCC2)ccc1N1CCCC1)c1ccccc1F
28: COc1ccc(Cl)cc1NC(=O)N1CCN(CCc2ccccc2)CC1
29: COc1ccc(NC(=O)c2ccc3c(c2)C(=O)N(Cc2cccnc2)C3=O)cc1
30: O=[N+]([O-])c1ccc2n[nH]nc2c1
Compound	21	22	23	24	25	26	27	28	29	30
FXIIa single	3	-13	5	2	6	-14	2	6	0	7
FXIa inh	3	2	-3	3	-11	5	0	-2	-3	-2

31: O=c1c[n+]([O-])c2ccccc2n1OCc1ccccn1
32: CC1=NN(C(=O)Cc2ccc([N+](=O)[O-])cc2)C(O)(c2ccccc2)C1 (stereo not drawn)
33: CS(=O)(=O)Nc1ccc(S(=O)(=O)NCCc2ccccc2)cc1
34: Cc1ccc(C(=O)N/C(N)=N/c2nc3ccccc3o2)cc1
35: COc1ccc(OC)c(NC(=O)c2[nH]c(C)c(C(C)=O)c2C)c1
36: Cc1ccc(C)c(-n2c(Cc3cc(=O)[nH]c(=O)[nH]3)nnc2SCC(=O)NCc2ccco2)c1
Compound	31	32	33	34	35	36
FXIIa single	5	6	4	-12	7	1
FXIa inh	-5	-2	0	19	-2	-4

37: CC1CN(S(=O)(=O)c2ccccc2)CC(C)O1 (stereo not drawn)
38: c1ccc(Cc2nnc(N3CCOCC3)c3ccccc23)cc1
39: CCCCN(CC)c1nc(N)c2c(N)nc(OCC)cc2c1C#N
40: COc1ccc2c(c1OC)C(=O)OC2CC(=O)O (stereo not drawn)
41: CCOC(=O)c1sc(NC(=O)CSc2n[nH]c(-c3ccncc3)n2)c(C#N)c1C
42: Cc1ccccc1-c1nnc(SCC(=O)Nc2ccc(Cl)cc2)n1N
Compound	37	38	39	40	41	42
FXIIa single	0	8	-8	1	-9	9
FXIa inh	4	-5	13	7	22	2

43: COc1cc(NS(=O)(=O)c2ccc(NC(C)=O)cc2)ncn1
44: CCOC(=O)C1CCCN(c2c(N3CCN(C)CC3)c(=O)c2=O)C1 (stereo not drawn)
45: CCCCNC(=O)Nc1ccccn1
46: CC1CCN(S(=O)(=O)c2ccc(NC(=O)Cc3cccs3)cc2)CC1
47: Cc1ccnn2c(-c3ccccc3)c3c(=O)n(C)c(=O)n(C)c3c12
48: Cc1ccccc1NC(=O)c1sc2nc3c(c(-c4ccco4)c2c1N)CCC3
Compound	43	44	45	46	47	48
FXIIa single	8	-9	4	-16	7	2
FXIa inh	-10	-10	-8	14	0	2

49: CCOC(=O)N1CCN(CCC(=O)Nc2ccc(Br)cc2)CC1
50: CCOC(=O)CCCNC(=O)CN1C(=O)NC(CCc2ccccc2)C1=O (stereo not drawn)
51: CCOc1cc(NC(=O)c2cccs2)c(OCC)cc1NC(=O)c1ccco1
52: CCOC(=O)Cc1cnc(NC(=O)NC(C(=O)OCC)(c2ccccc2)C(F)(F)F)s1 (stereo not drawn)
53: CCOC(=O)c1ccc(NC(=O)CCOc2ccc(OC)cc2)cc1
54: CS(=O)(=O)N(CC(=O)N1CCCC1)c1ccc2c(c1)OCCO2
Compound	49	50	51	52	53	54
FXIIa single	-19	4	4	13	3	6
FXIa inh	23	2	-2	4	1	-15

55: CCOC(=O)c1cc(C)sc1NC(=S)Nc1ccccc1
56: CSCCC(NC(=O)c1cc(C)oc1C)C(=O)O (stereo not drawn)
57: COc1ccc(NC(=S)N2N=CCC2c2ccccc2)cc1 (stereo not drawn)
58: COc1ccc2cc(C(=O)c3ccccc3)c(=O)oc2c1
59: CCn1c(=O)c(C(=O)NC(C)C)c(O)c2ccccc21
60: Cc1cc(C)n2c(Nc3ccc4c(c3)OCCO4)c(-c3ccccc3)nc2n1
Compound	55	56	57	58	59	60
FXIIa single	5	29	8	12	7	-4
FXIa inh	7	4	1	1	10	-5

61: Cc1cc(C)n(-c2nc3sc4c(c3c(=O)[nH]2)CCCC4)n1
62: CC(C)CCOC(=O)C1C(c2ccccc2)C(C(=O)O)C1c1ccccc1 (stereo not drawn)
63: C/C(=C1/SC(N2CC(C)OC(C)C2)=NC1=O)c1ccccc1 (stereo not drawn)
64: COc1ccc(C(=O)Oc2ccc3oc(=O)sc3c2)cc1
65: CCCOc1ccc(C(CC(=O)O)NC(=O)C23CC4CC(CC(C4)C2)C3)cc1 (stereo not drawn)
66: CC(C)C(=O)Nc1cccc(-c2cn3ccsc3n2)c1
Compound	61	62	63	64	65	66
FXIIa single	-6	5	6	4	8	10
FXIa inh	2	-9	-6	-8	2	0

67: O=C(c1ccc2ccccc2c1)c1c[nH]cc1-c1ccccc1
68: CN(c1ccc(C(=O)N2CCN(Cc3ccc4c(c3)OCO4)CC2)cc1)S(=O)(=O)c1ccccc1
69: CCOc1ccc(-c2nnn(CC(=O)N3CCCC3)n2)cc1OCC
70: CCc1nnc(NC(=O)[C@@H](NC(=O)c2cccc(S(=O)(=O)N3CCOCC3)c2)C(C)C)s1
71: O=C(NN=C1C2CC3CC(C2)CC1C3)c1cccs1
72: CCNc1nc(N)nc(Oc2ccc(OCc3ccccc3)nn2)n1
Compound	67	68	69	70	71	72
FXIIa single	6	4	7	-2	8	-9
FXIa inh	-7	-7	4	-3	-4	-11

Sorted by value in FXIa inh (lowest first): three of the compounds above.
72: CCNc1nc(N)nc(Oc2ccc(OCc3ccccc3)nn2)n1
68: CN(c1ccc(C(=O)N2CCN(Cc3ccc4c(c3)OCO4)CC2)cc1)S(=O)(=O)c1ccccc1
71: O=C(NN=C1C2CC3CC(C2)CC1C3)c1cccs1
Compound	72	68	71
FXIIa single	-9	4	8
FXIa inh	-11	-7	-4

Next structures.
73: CCCCCc1nc(N)c(C#N)c(-c2ccco2)c1CCCC
74: CCOC(=O)c1sc(NC(C)=O)nc1-c1ccccc1
75: Cc1ccc(CS(=O)(=O)CCC(=O)NCCN(C)Cc2ccccc2)cc1
76: CN(C)CCOC(=O)c1cccc(Br)c1
77: COc1ccc(NC(=O)C(CC(=O)O)Cc2ccccc2)cc1 (stereo not drawn)
78: CCOC(=O)C1=C(C)Nc2ncnn2C1c1ccccc1F (stereo not drawn)
Compound	73	74	75	76	77	78
FXIIa single	-2	-7	3	2	3	6
FXIa inh	11	-11	0	-6	-1	2

79: CCC(=O)OC1c2ccccc2C(=O)N1Cc1ccccc1 (stereo not drawn)
80: CC(C)(C)Nc1nc(SCc2ccccc2)nc(N2CCOCC2)n1
81: N#CCN1CCN(CC(=O)Nc2cccc3ccccc23)CC1
82: CCOC(=O)C1CCCN(C(=O)CC(c2ccccc2)c2ccccc2)C1 (stereo not drawn)
83: COc1cc(OC)cc(C(C(=O)NC2CCCCC2)N(C(=O)c2ccno2)c2ccccc2)c1 (stereo not drawn)
84: Cc1ccc(NC(=O)CCNS(=O)(=O)c2cccc3nsnc23)cc1
Compound	79	80	81	82	83	84
FXIIa single	0	7	-1	6	10	6
FXIa inh	7	2	-8	-1	-3	-3

85: COc1ccc(C2C(C#N)C(C#N)N3CCCN23)cc1 (stereo not drawn)
86: COc1ccc(/C=N/Nc2nonc2N)cc1
87: COc1ccc(C2Nc3ccccc3C(=O)N2Cc2ccco2)cc1COc1ccccc1F (stereo not drawn)
88: CC(NC(=O)c1ccccc1Cl)C1COc2ccccc2O1 (stereo not drawn)
89: O=C(NCCOc1nc(N2CCOCC2)nc(N2CCOCC2)n1)Nc1ccccc1
90: O=C1C(=O)N(CCCn2ccnc2)C(c2cccnc2)/C1=C(/O)c1ccc(F)cc1 (stereo not drawn)
Compound	85	86	87	88	89	90
FXIIa single	4	4	0	2	4	3
FXIa inh	1	10	-1	3	1	-1

Part of the list above, with two lines to a compound.
Results follow in this order: FXIIa single, FXIa inh
87: COc1ccc(C2Nc3ccccc3C(=O)N2Cc2ccco2)cc1COc1ccccc1F (stereo not drawn)
 : 0, -1
88: CC(NC(=O)c1ccccc1Cl)C1COc2ccccc2O1 (stereo not drawn)
 : 2, 3
89: O=C(NCCOc1nc(N2CCOCC2)nc(N2CCOCC2)n1)Nc1ccccc1
 : 4, 1

(cont.)
91: Cc1cc(C)n(-c2nc3ccccc3nc2N2CCCC2)n1
92: C=CCS/C(=N\n1cnc2ccccc2c1=O)N(CC)CC
93: COC(=O)C(CC(=O)c1ccc(Br)cc1)n1ccnc1 (stereo not drawn)
94: Cn1nnnc1SCC(=O)c1ccco1
95: COc1ccccc1CNC(=O)C1CCCN(S(=O)(=O)c2c(C)[nH]c(=O)[nH]c2=O)C1 (stereo not drawn)
96: COc1ccc(N(C(=O)c2ccc(F)cc2)C2=CC3CCC(C2)N3C)cc1 (stereo not drawn)
Compound	91	92	93	94	95	96
FXIIa single	3	1	4	1	7	9
FXIa inh	-6	-9	6	-4	5	-7

97: CC(=O)N[C@@H](CS)C(=O)O
98: CC1=C(C(=O)Nc2ccccc2)C(c2ccccn2)n2ncnc2N1 (stereo not drawn)
99: C(=C\c1ccccc1)/CN1CCN(C(c2ccccc2)c2ccccc2)CC1
100: Cc1nc2c(-c3ccc(F)cc3)c(C)nn2c(C)c1CCC(=O)NCCN1CCOCC1
101: CN1CCN(C(=O)c2ccc(N3CCCC3=O)cc2)CC1
102: CCOC(=O)NC1(C(F)(F)F)NC(=O)N(C2CCCCC2)C1=O (stereo not drawn)
Compound	97	98	99	100	101	102
FXIIa single	1	7	13	1	10	3
FXIa inh	3	12	5	3	8	2
